# Source: PubChem BioAssay (National Center for Advancing Translational Sciences (NCATS))
# KDM5B inh = inhibitors of human KDM5B histone demethylase. KDM5B demethylase, FDH-coupled NADH fluorescence (FDH is formaldehyde dehydrogenase). Potency, µM (titrated, usually from 57.7 µM), without a hit: at the top dose activity change, negative = inhibition, usual class: inhibitors. 220,000 tested, 2.6% active. Q9UGL1; active = well fitted inhibition curve with a large enough effect; inconclusive = small, poorly fitted or top-dose-only effect; inactive = no such curve, though single readings can be large or run the other way; note: 0% is about no effect; nearly all actives have a fitted effect of over 70% in size
# Target sequence (Q9UGL1 whole entry, looked up): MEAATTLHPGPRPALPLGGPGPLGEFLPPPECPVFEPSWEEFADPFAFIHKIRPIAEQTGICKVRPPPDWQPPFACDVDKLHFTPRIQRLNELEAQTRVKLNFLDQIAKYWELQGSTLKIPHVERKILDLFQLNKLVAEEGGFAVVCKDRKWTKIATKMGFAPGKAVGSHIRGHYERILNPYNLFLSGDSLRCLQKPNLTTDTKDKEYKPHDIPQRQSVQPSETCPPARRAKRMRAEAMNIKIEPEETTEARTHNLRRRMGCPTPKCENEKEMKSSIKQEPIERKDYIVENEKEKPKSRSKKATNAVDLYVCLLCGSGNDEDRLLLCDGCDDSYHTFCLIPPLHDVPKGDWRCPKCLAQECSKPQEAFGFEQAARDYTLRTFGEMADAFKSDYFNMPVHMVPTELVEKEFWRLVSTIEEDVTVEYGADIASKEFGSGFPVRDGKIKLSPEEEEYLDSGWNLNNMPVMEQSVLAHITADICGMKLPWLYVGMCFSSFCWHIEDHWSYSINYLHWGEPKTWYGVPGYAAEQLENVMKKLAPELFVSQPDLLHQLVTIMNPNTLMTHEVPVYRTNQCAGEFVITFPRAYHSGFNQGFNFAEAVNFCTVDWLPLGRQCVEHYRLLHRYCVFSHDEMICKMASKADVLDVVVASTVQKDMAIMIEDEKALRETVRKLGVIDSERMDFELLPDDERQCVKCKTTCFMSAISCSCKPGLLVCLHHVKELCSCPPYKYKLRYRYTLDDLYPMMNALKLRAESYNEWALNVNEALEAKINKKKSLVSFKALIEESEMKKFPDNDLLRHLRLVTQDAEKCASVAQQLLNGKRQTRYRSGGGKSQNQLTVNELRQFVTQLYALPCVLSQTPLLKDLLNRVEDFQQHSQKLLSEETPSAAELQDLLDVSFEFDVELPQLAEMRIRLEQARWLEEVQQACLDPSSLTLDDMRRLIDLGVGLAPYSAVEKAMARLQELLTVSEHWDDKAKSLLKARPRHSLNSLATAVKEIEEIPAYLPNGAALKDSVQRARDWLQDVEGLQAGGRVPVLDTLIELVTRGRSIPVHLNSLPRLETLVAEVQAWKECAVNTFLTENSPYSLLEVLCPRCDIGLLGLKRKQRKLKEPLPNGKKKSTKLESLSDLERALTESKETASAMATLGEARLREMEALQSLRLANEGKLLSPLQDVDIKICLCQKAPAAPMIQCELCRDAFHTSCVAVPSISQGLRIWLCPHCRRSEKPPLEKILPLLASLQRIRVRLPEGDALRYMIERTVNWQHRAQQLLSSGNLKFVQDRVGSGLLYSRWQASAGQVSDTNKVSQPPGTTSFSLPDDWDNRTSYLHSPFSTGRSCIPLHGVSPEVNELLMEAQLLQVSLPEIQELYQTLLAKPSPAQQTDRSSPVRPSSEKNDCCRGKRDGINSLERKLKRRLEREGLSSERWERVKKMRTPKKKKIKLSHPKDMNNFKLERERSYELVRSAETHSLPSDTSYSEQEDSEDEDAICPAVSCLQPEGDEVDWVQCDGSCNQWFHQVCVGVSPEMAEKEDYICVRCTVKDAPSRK
#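 qHTS format, multiple compound concentrations. Buffer 50 mM HEPES pH 7.5/0.01% Tween-20; 200 nM KDM5BΔAP final; 10 min compound preincubation; substrate-mix levels 12.5 µM peptide, 25 µM α-KG, 0.25 mM NAD⁺; 30 min RT; ΔRFU.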
# An asterisk follows results filed as active; u = inconclusive; & = joins results of further samples; [ ] = dose if it differs, or a comment. Potency is the fitted concentration of half-maximal effect. Some of the compounds tested; count on the stated rates, not on these rows.
# Sample of the layout (15 entries):
SMILES,KDM5B inh
COc1ccccc1C(=O)N1CCN(c2cc(C(F)(F)F)nc(C)n2)CC1,31%[activator]
COc1ccc(N2C(=O)CSC23CCN(C(=O)NCc2ccccc2)CC3)cc1,-2%
Cc1cc(NC(=O)c2nc3ccccc3nc2N2CCCC2)ccc1Br,-25%
O=C(NCCC1CCN(C(=O)Nc2cccc(F)c2)CC1)c1ccccc1F,23%
CC(C)CCNC(=O)Cn1nc2n(c1=O)CCCCC2,-14%
CCCNc1c(NC(=O)c2ccc(OCC)c(OCC)c2)c(=O)oc2ccccc12,12%
CC(=O)/C(N=Nc1ccc(OC(F)(F)F)cc1)=C(\C)O,28%
Cc1cccc(-c2nc(Nc3ccc(C(=O)O)cc3)c3ccccc3n2)c1,89%[activator]
CC1CCc2sc(C(=O)OCC(=O)c3ccc4c(c3)OCCO4)cc2C1 (centres undefined),-29%
O=C(Cc1c[nH]c2ccccc12)Nc1cc(F)cc(F)c1,-8%
COc1ccc(N2CC(NC(=O)/C=C\c3ccc4c(c3)OCO4)CC2=O)cc1OC (centres undefined),u
COc1ccc(C2Cn3nnc(C(=O)NCc4cc(OC)ccc4OC)c3CO2)cc1 (centres undefined),u
CCOC(=O)c1cc(S(=O)(=O)N(C)CC(=O)Nc2cccc(C)c2C)cn1C,-2%
O=C(Cc1c[nH]c2ccccc12)NCc1nc2ccccc2[nH]1,9%
O=C(NCCS(=O)(=O)N1CCN(c2ccccc2F)CC1)C1CC(=O)N(c2ccccc2)C1 (centres undefined),-2%

# The listing, from the first entry:
SMILES,KDM5B inh
COc1ccccc1C(=O)N1CCN(c2cc(C(F)(F)F)nc(C)n2)CC1,31%[activator]
COc1ccc(N2C(=O)CSC23CCN(C(=O)NCc2ccccc2)CC3)cc1,-2%
Cc1cc(NC(=O)c2nc3ccccc3nc2N2CCCC2)ccc1Br,-25%
O=C(NCCC1CCN(C(=O)Nc2cccc(F)c2)CC1)c1ccccc1F,23%
CC(C)CCNC(=O)Cn1nc2n(c1=O)CCCCC2,-14%
CCCNc1c(NC(=O)c2ccc(OCC)c(OCC)c2)c(=O)oc2ccccc12,12%
CC(=O)/C(N=Nc1ccc(OC(F)(F)F)cc1)=C(\C)O,28%
Cc1cccc(-c2nc(Nc3ccc(C(=O)O)cc3)c3ccccc3n2)c1,89%[activator]
CC1CCc2sc(C(=O)OCC(=O)c3ccc4c(c3)OCCO4)cc2C1 (centres undefined),-29%
O=C(Cc1c[nH]c2ccccc12)Nc1cc(F)cc(F)c1,-8%
COc1ccc(N2CC(NC(=O)/C=C\c3ccc4c(c3)OCO4)CC2=O)cc1OC (centres undefined),u
COc1ccc(C2Cn3nnc(C(=O)NCc4cc(OC)ccc4OC)c3CO2)cc1 (centres undefined),u
CCOC(=O)c1cc(S(=O)(=O)N(C)CC(=O)Nc2cccc(C)c2C)cn1C,-2%
O=C(Cc1c[nH]c2ccccc12)NCc1nc2ccccc2[nH]1,9%
O=C(NCCS(=O)(=O)N1CCN(c2ccccc2F)CC1)C1CC(=O)N(c2ccccc2)C1 (centres undefined),-2%
COc1ccccc1NC(=O)N1CCOCC1,32%
Cc1cccc(OCC2(CNC(=O)C3CC3)C[C@@H](O)[C@@H](O)C2)n1 (some centres undefined),-6%[86.2 µM]
CC1CCN(C(=O)NC(=O)c2ccc(Cl)cc2)CC1,21%
Cc1cc(C)c(NC(=O)CCCN2C(=O)COc3ccc(C)cc32)c(C)c1,-7%
CC(C)c1nc2cc(NC(=O)c3ccc[nH]c3=O)ccc2o1,8%
CN(Cc1ccccc1C(F)(F)F)C(=O)c1ccc(Cl)nc1,8%
O=C(CSc1ccccc1)N1CCc2onc(-c3ccc(F)c(F)c3)c2C1,-18%
CSCC(=O)Nc1ccc(C(=O)NCC(F)(F)F)cc1,2%
COc1ccc(-c2cc(C(=O)NC3CCNCC3)c3c(C)nn(-c4ccccc4)c3n2)cc1,79µM*
NS(=O)(=O)c1ccc(NC(=O)C2Cc3ccccc3N2C(=O)c2ccccc2)cc1 (centres undefined),16%

# Going on with the list:
SMILES,KDM5B inh
COc1ccc2[nH]c3c(c2c1)CCNC31CCN(C(=O)c2cccs2)CC1,-5%
CN(CCO)CC1(O)CCCN(Cc2ccccc2F)C1=O (centres undefined),24%
O=C(Cn1nc(-c2ccc(F)cc2)ccc1=O)Nc1ccc2c(c1)OCCO2,17%
COC[C@H]1C[C@@H](NC(=O)C(C)C)[C@H](O)[C@@H]1O,-10%[115 µM]
CCOc1ccc(CC(=O)N2CCC[C@H]2c2nc(-c3ccc(C)cc3)no2)cc1OCC,-5%
CN1CCN(CC(=O)N2CCNC(=O)C2CC(=O)Nc2ccc(Br)cc2)CC1 (centres undefined),-5%
CCc1nc2nc(C)cc(Nc3ccc(F)c(Cl)c3)n2n1,u
CCC(C)NC(=O)Cn1c(=O)n(CCCC(=O)NCc2ccc(C)cc2)c(=O)c2ccccc21 (centres undefined),9%
COCc1ccc(C(=O)N2CC(=O)N(c3ccccc3C#N)CC2C)s1 (centres undefined),-14%
Cc1ccccc1C(=O)Oc1c(Sc2ccccc2)c(C)nn1C(C)(C)C,-22%
O=C(NCc1ccccc1)c1ccc(-c2ccc(N3CCSCC3)nc2)cc1,u
CCN1CCSc2ccc(C(=O)NCc3cccc(Br)c3)cc21,u
COc1ccc(N2CC(C(=O)N3CCN(c4ncccn4)CC3)NC2=O)cc1 (centres undefined),u
COc1cccc(NC(=O)C2CCCN2C(=O)Nc2ccccc2)c1 (centres undefined),-7%
O=C(COc1ccccc1)N[C@H]1CO[C@H]2[C@@H]1OC[C@H]2OC(=O)Nc1ccccc1,u
Cc1ccc(C)c(CNS(=O)(=O)c2ccc3c(c2)C(C)(C)C(=O)N3C)c1,-5%
O=C1NCc2ccccc2CC12CCCCN2Cc1cnc2ccccc2c1 (centres undefined),u
O=C(O)CC(NC(=O)c1ccco1)c1ccccc1 (centres undefined),20%
O=C(c1cccs1)N1CCCc2cc(NS(=O)(=O)c3ccc(F)cc3F)ccc21,-10%
Cc1noc(C)c1CCC(=O)NC1CC(c2cc(=O)[nH]c(C3CC3)n2)C1 (centres undefined),-2%
N#CC(Cc1cccnc1)C(=O)Nc1cccc(Cl)c1 (centres undefined),11%
O=C(N[C@H]1CO[C@H]2[C@@H]1OC[C@@H]2n1cc(CC2CCCCC2)nn1)C1CCCCC1,-6%[86.2 µM]
CC(C)=NNC(=O)c1ccc(Cl)cc1,u
O=C1CSC(c2ccccc2)N1Cc1ccccn1 (centres undefined),9%
O=C1CCN(S(=O)(=O)c2ccccc2)CCCN(C(=O)C2CCCCC2)CCN1,-2%

# Further records.
SMILES,KDM5B inh
Cc1ccc(CSC2=Nc3ccccc3C3=NC(CC(=O)NC4CCCCC4)C(=O)N23)cc1 (centres undefined),u
CN(Cc1cccc(-c2nn[nH]n2)c1)Cc1cn(-c2ccccc2)nn1,-14%
Cc1ccc(-n2c(C)nc3c(cnn3-c3ccccc3C)c2=O)cc1F,-54%
COCCOC1CCOC2(CCN(C(=O)c3ccc(F)cc3)CC2)C1 (centres undefined),1%
O=C(O)COCC(=O)N[C@H]1CO[C@H]2[C@@H]1OC[C@@H]2n1nnnc1-c1ccc2c(c1)OCO2,u
COc1ccc(S(=O)(=O)N2CCC(c3nc4ccccc4s3)CC2)cc1OC,-17%
CN(Cc1ccc(C(N)=O)cc1)C(=O)c1cc(=O)[nH]c2ccccc12,u
CCN1C(=O)C2CC3(CCN(C(=O)NCCCOC)CC3)CN2C1=O (centres undefined),9%
Cn1c(=O)c2c(nc(NCCc3ccccc3)n2Cc2cccc(Br)c2)n(C)c1=O,-20%
N#Cc1cccc(C(=O)NCCCc2nc3ccccc3[nH]2)c1,20%
CN(Cc1ccc2c(c1)OCO2)C(=O)C1(C)CCOCC1,u
COCCNc1nc2cc(C(=O)N[C@@H]3CC[C@@H](N)C3)ccc2n1C,22µM*
Cc1cc2oc(=O)cc(COC(=O)CCCN=C3NS(=O)(=O)c4ccccc43)c2cc1C,-11%
c1ccc(CNc2nc(-c3ccccn3)nc3ccccc23)cc1,16%
Cc1noc(C)c1CCC(=O)Nc1nc(C(C)C)cs1,7%
CC(c1cccc(NC(=O)c2ccccc2)c1)N(C)CC(=O)NC(=O)Nc1ccccc1 (centres undefined),-22%
Cc1nc2ccccc2n1CCNC(=O)CC[C@H]1NC(=O)c2ccccc2NC1=O,7%
COCCNC(=O)c1nc(-c2ccc(F)cc2)c2cnccn12,32µM*
O=C(O)CC12CC3CC(C1)CC(C(=O)O)(C3)C2,14%
COc1ccc(Cn2ccc3nc(C)c(C(=O)Nc4cc(OC)c(OC)c(OC)c4)cc3c2=O)cc1,-13%
Cc1ccc(C(=O)N/C(=C/c2ccco2)C(=O)N2CCCCC2)cc1,-29%
CCCCS(=O)(=O)c1oc(-c2cccs2)nc1S(=O)(=O)c1ccc(F)cc1,u
CC(=O)N1CCC(NC(=O)Cc2nc(-c3ccccc3)oc2C)CC1,14%
CCOC(=O)C1=C(C)N=C2SC=C(CC(=O)NCc3ccco3)N2C1c1cccc([N+](=O)[O-])c1 (centres undefined),u
CCN1CCN(C(c2cccc(F)c2)c2c(O)cc(C)n(CCOC)c2=O)CC1 (centres undefined),u

# The listing continues.
SMILES,KDM5B inh
COc1ccc(S(=O)(=O)c2cn(C)c3cc(N4CCCCCC4)c(F)cc3c2=O)cc1,-4%
CCOc1ccc(C2C(C(=O)OC)=C(C)NC3=C2C(=O)c2ccccc23)cc1OC (centres undefined),u
Cc1nn(CCO)cc1CN1CCN(C(=O)c2cc[nH]c2)CC(O)C1 (centres undefined),-5%
Cc1ccc(-n2c(C3CCN(C(=O)CC4CCCCC4)CC3)n[nH]c2=O)cc1,31%[activator]
COc1ccc(CC(=O)N[C@H](C)c2onc(-c3cccnc3)c2C(=O)O)cc1,3%[86.2 µM]
COCc1cc(C[C@@H]2C[C@H](NC3CCN(C(C)=O)CC3)C2(C)C)no1,-4%[86.2 µM]
NC1(C(=O)O)CCC1,-9%
COCC(=O)NCc1cc2n(n1)CCCN(Cc1ccc3nsnc3c1)C2,11%
Cc1cccc(C(=O)Nc2ccc(S(=O)(=O)N3CCC(c4nc5ccccc5s4)CC3)cc2)c1,-16%
C/C(=N\NC(=O)C1CC1c1ccccc1)c1ccc(C2CCCCC2)cc1 (centres undefined),15%
CCC(C)NC(=O)N1CCC(Cc2nc(-c3ccncc3)n[nH]2)CC1 (centres undefined),u
Cc1ccc(NC(=O)c2cc3n(n2)CC(c2ccc4c(c2)OCO4)OC3)c(Cl)c1 (centres undefined),u
Cc1nn(C(=O)C2CCCN2S(=O)(=O)c2ccc(Cl)cc2)c(C)c1Sc1ccccc1 (centres undefined),-10%
O=C(OCCOCn1cc(Br)c(=O)[nH]c1=O)c1ccccc1,10%
COC(=O)c1ccc(NC(=O)c2ccccc2C(=O)Nc2ccc(C(=O)OC)cc2)cc1,-18%
Cc1ccc(CN(Cc2cc(=O)n3[nH]c(-c4cccc(C)c4)cc3n2)CC(C)C)cc1,-4%
O=C(CCC(=O)OCC(=O)c1cccc([N+](=O)[O-])c1)Nc1cc(C(F)(F)F)ccc1Cl,11%
CCOC(=O)Cn1c(=O)oc2cc(S(=O)(=O)N3CCN(c4ccc(Cl)cc4)CC3)ccc21,6%
C/C(=N\NC(=O)c1ccc(C(C)(C)C)cc1)c1ccc(C)cc1,19%
Cc1ccccc1NC(=O)Cn1c(C)cc2ccccc21,11%
O=S1(=O)NC(=NCCc2ccccn2)c2ccccc21,11%
CCN(CC)c1ccc(NC(=O)CN2CCN(CC(=O)Nc3ccc(Cl)cc3)CC2)cc1,-26%
CCN(Cc1ccccc1)C(=O)c1cc(COc2c(F)cccc2F)on1,-7%
COc1ccc(N2C(=O)CSC23C(=O)N(Cc2ccc(C)cc2)c2ccccc23)cc1Cl (centres undefined),-18%
COc1ccc(CCNC(=O)CCc2c(C)c3cc4c(C)coc4c(C)c3oc2=O)cc1OC,u

# A portion from further up, for reference:
SMILES,KDM5B inh
COc1ccc(N2C(=O)CSC23C(=O)N(Cc2ccc(C)cc2)c2ccccc23)cc1Cl (centres undefined),-18%
COc1ccc(CCNC(=O)CCc2c(C)c3cc4c(C)coc4c(C)c3oc2=O)cc1OC,u

# Next section
SMILES,KDM5B inh
COc1ccccc1Nc1c2c(nc3ccccc13)CCC2,17%
O=c1[nH]nc2n1CCN(S(=O)(=O)c1ccc3c(c1)CCCC3)CC2,45%
NNC(=O)Cn1nnc(-c2ccc(C(F)(F)F)cc2)n1,43%
Cc1ccccc1C(=O)NCc1nc2cccnc2n1Cc1ccccc1,-5%
COc1ccc(-n2nc(C(=O)N3CCN(c4ccc(F)cc4)CC3)c3c4ccccc4n(C)c3c2=O)cc1,18%
Cc1cc(F)ccc1OC1CNC1,9%[230 µM]
O=C1CCN(C(=O)COc2ccc(F)cc2)CCCC(c2nc(-c3cnccn3)no2)CCN1 (centres undefined),-23%
CC(=O)Nc1cccc(-c2nnc(SCC(=O)c3ccc([N+](=O)[O-])cc3)o2)c1,-29%
COc1cc(CCC2CCN(C(=O)Nc3ccccc3OC)CC2)cc(OC)c1,-20%
Cc1ccc2c(c1)N(C(=O)Nc1cccc(C)c1C)CCO2,u
Brc1cc2c(cc1Br)OCCOCCOCCO2,24%
CCC(C)NC(=O)c1ccc2c(c1)S(=O)(=O)c1ccccc1C2=O (centres undefined),17%
CCCCN(Cc1cccnc1)C(=O)c1cnc(-c2ccc(C)cc2)[nH]c1=O,40%[activator]
Cc1ccc2nc(-c3ccccc3Cl)cc(C(=O)NC3CC3)c2c1,-10%
COC[C@H]1CCCN1Cc1cn(Cc2ccccc2)nc1-c1cc2ccccc2o1,u
O=C(NNC(=O)c1ccco1)Nc1ccccc1,24%
CC(C)C1CC(CCN2CCOCC2)(c2ccccc2)CCO1 (centres undefined),14%&-12%
